RGS4-Gao reg = modulates binding of RGS4 to human Galphao. AID 1415. binding response (% of control), % at 10 µM. Multiplexed bead flow cytometry; actives lie on both sides. hit rate 0.33% among 220,000; in the data active means binding response below about 49% or above about 150%; inactive means in between;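 further: fluorescent Galphao activated with aluminum fluoride binding bead-coupled RGS4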
Target sequence (P09471 whole entry, looked up): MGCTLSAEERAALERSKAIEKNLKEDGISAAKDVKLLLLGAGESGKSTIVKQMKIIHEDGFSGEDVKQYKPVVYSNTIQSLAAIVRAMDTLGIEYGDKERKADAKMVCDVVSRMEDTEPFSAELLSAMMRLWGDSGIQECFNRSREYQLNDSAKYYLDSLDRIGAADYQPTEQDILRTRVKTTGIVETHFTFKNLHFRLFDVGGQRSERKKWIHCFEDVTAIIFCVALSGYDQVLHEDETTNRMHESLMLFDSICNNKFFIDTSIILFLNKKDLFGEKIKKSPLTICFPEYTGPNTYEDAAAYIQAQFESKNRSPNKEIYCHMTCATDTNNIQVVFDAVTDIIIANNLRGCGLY
Pf gametocyte = P. falciparum stage V gametocyte viability inhibition; P. falciparum stage V gametocytes, ATP luminescence, 24 h; inhibition, % at 10.9 µM; hit rate 0.065% among 150,000;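 active means inhibition above the mean plus 3 SD of compounds within the control limits, set per campaign, cut at about 38% in these data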;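 further: 0% = DMSO wells and 100% = medium only without gametocytes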
RGS8-Gao = human RGS8-Galphao interaction regulation; P09471; multiplexed bead flow cytometry, RGS8-Galphao binding; actives lie on both sides; response (percent of control binding), % at 10 µM; hit rate 0.34% among 220,000; AID 1423; in the data active means response below about 60% or above about 140%; inactive means in between;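 further: Galphao activated as the GDP aluminium fluoride complex binding bead-coupled RGS8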
ABCB1 inh = human ABCB1 inhibition, ABCG2 as counter-screen | hit rate 0.067% among 190,000 | P08183 | CCRF-Adr cells, JC-1 efflux, flow cytometry | AID 1326 | inhibition, % at 6.6 µM; in the data active means inhibition above about 40%;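 further: 0% = vehicle and 100% = reference inhibitor; higher value means more JC-1 retained so stronger ABCB1 efflux block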
Mcl-1 Bim block = inhibitors of Bim-Mcl-1 interaction, human; Q07820; Bead-based flow cytometry, Bim peptide-Mcl-1 binding; inhibition, % at 10 µM; hit rate 0.1% among 190,000; AID 1009; in the data active means inhibition above about 40%;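 further: 0% = no compound tracer wells and 100% = peptide blocker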
Target sequence (Q07820 whole entry, looked up): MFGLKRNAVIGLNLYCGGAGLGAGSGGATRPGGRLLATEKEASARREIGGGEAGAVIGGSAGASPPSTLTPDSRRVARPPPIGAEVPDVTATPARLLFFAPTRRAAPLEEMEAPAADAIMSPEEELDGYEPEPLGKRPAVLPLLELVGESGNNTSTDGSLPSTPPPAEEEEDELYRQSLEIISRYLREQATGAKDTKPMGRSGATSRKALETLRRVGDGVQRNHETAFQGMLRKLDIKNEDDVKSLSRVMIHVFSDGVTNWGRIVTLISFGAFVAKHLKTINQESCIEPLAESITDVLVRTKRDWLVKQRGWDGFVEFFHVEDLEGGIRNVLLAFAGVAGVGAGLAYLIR
Mcl1 Bid PPI = disrupts binding of human Mcl-1 to Bid peptide. AID 1021. Q07820. TR-FRET Mcl-1/Bid-Dy647 peptide binding, 1536-well. hit rate 0.97% among 220,000. inhibition, % at 21.7 µM;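 active means compounds that cut the binding signal by more than half at the single screening dose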;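 further: His-tagged Mcl-1 with europium anti-His antibody binding Bid BH3 peptide; 0% = Mcl-1 plus peptide wells and 100% = peptide-only wells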
ABCG2 inh = human ABCG2 inhibition, ABCB1 as counter-screen. AID 1325. hit rate 0.1% among 190,000. Q9UNQ0. IgMXP3 cells, JC-1 efflux, flow cytometry. inhibition, % at 6.6 µM;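 active means inhibition above 80%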;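 further: 0% = DMSO and 100% = nicardipine control wells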
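System: two drug-resistant human cell lines, ABCG2 and ABCB1; controls: nicardipine high and DMSO low controls; times: 10 min exposure at 25 °C with rotation, no wash; detection: flow cytometry of retained JC-1 fluorescence; read-out basis: percent efflux inhibition, scaled nicardipine 100% to DMSO 0%; doses: one concentration, 6.6 µM final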
Mcl1-Noxa inh = Mcl-1/Noxa interaction inhibition; hit rate 1.5% among 220,000; inhibition, % at 21.7 µM; Q07820; TR-FRET Mcl-1/Noxa peptide binding, 2 h; AID 1022;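 active means compounds that cut the protein-peptide binding signal by more than 50% relative to plate controls in a single-dose test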;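 further: His-tagged Mcl-1 with rhodamine Noxa BH3 peptide and terbium anti-His antibody; 0% = Mcl-1 plus Noxa peptide wells and 100% = peptide-only wells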
RGS7-Gao = human RGS7-Galphao interaction regulation; P09471; Multiplexed bead flow cytometry, RGS7-Galphao binding; actives lie on both sides; binding response (% of control), % at 10 µM; hit rate 0.35% among 220,000; in the data active means binding response below about 49% or above about 150%; inconclusive means no clear call, values can overlap the other calls; inactive means in between;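 further: fluorescent Galphao held in activated GDP-AlF4 state binding bead-coupled RGS7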
Avidin fluor = avidin bead compound fluorescence profile. Avidin beads, compound fluorescence 488/530 nm, flow cytometry; hits give high values. fluorescence (KMESF) at 10 µM. hit rate 0.38% among 220,000; in the data active means fluorescence above about 47; further: inactives centre near 10
GSH fluor = compound fluoresces at 488/530 nm on GSH beads | fluorescence (KMESF) at 10 µM | GSH beads flow cytometry, compound fluorescence 488/530 nm; hits give high values | AID 1776 | hit rate 0.25% among 190,000; in the data active means fluorescence above about 89;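 further: glutathione beads carrying GST-tagged Bcl family fusion proteins plus one bare bead set; values are compound well signal with DMSO vehicle wells as background; inactives centre near 16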
Starred values were filed as active, the others as inactive; ? = inconclusive; nt = no result given. Not a hit list, and some 3.3% of all compounds hit somewhere here.

SMILES	RGS4-Gao reg	Pf gametocyte	RGS8-Gao	ABCB1 inh	Mcl-1 Bim block	Mcl1 Bid PPI	ABCG2 inh	Mcl1-Noxa inh	RGS7-Gao	Avidin fluor	GSH fluor
NC(=O)CSc1nnc(-c2cccc(S(=O)(=O)N3CCOCC3)c2)n1C1CCCCCC1	97	-9	101	0.1	0	-18	0	2	97	11	55
CCC/C(=N\NC(=O)c1cccc(C)c1)c1ccccc1	102	5	102	-1.1	-5	-10	-2	-10	103	4	8
C/C(N)=C(/C#N)C(=O)COC(=O)c1ccccc1O	99	-1	101	0.8	-6	-25	8	12	99	14	5
CCC(CC)c1nnc(NC(=O)c2cccnc2SC)s1	100	17	100	1.4	1	-1	6	8	?	13	10
CC(=O)Nc1ccc(S(=O)(=O)NNC(=O)c2cccc(Cl)c2)cc1	101	-8	105	0.6	-3	-2	3	3	99	24	11
Cc1cc2oc(=O)cc(CN3CCN(S(=O)(=O)c4cccs4)CC3)c2cc1C(C)C	99	nt	102	5.4	0	-10	15	3	102	16	16
O=Cc1c(N2CCOCC2)nc2ccccn2c1=O	100	nt	103	0.3	-2	-12	1	10	101	9	13
NC(=S)N/N=C/c1ccc(-c2cc(Cl)ccc2Cl)o1	97	nt	97	0.1	-1	24	8	44	99	17	34
CC(C)OC(=O)c1cccc2c1C(=O)c1ccccc1-2	106	-2	104	nt	nt	31	nt	-1	?	6	nt
CNS(=O)(=O)c1cc2c3c(cccc3c1)C(=O)NC2=O	104	5	100	1.0	2	-20	6	0	101	6	17
O=[N+]([O-])c1ccc(C(=S)N2CCN(c3ccc(F)cc3)CC2)cc1	100	nt	87	-0.9	-9	-29	-4	5	?	7	15
CCCn1c(SCC(=O)Nc2nc3c(s2)CCCC3)nc2c1c(=O)n(C)c(=O)n2C	100	19	96	3.0	0	-11	30	2	96	13	14
CCOC(=O)C1CCN(CC(=O)Nc2c(C(=O)OC)[nH]c3cccc(Cl)c23)CC1	105	-7	104	-2.7	0	99*	-3	4	101	6	32
CCc1cc2c(=O)n(CCC(C)C)c(=S)[nH]c2s1	101	-9	102	-2.7	-4	-46	-6	1	100	10	18
O=C(Cc1cccs1)N1CCN=C1SCc1ccccc1F	101	-52	100	0.8	0	-9	10	4	106	3	13

Pulled by structure from above:
SMILES	RGS4-Gao reg	Pf gametocyte	RGS8-Gao	ABCB1 inh	Mcl-1 Bim block	Mcl1 Bid PPI	ABCG2 inh	Mcl1-Noxa inh	RGS7-Gao	Avidin fluor	GSH fluor
O=Cc1c(N2CCOCC2)nc2ccccn2c1=O	100	nt	103	0.3	-2	-12	1	10	101	9	13
NC(=S)N/N=C/c1ccc(-c2cc(Cl)ccc2Cl)o1	97	nt	97	0.1	-1	24	8	44	99	17	34
CCc1cc2c(=O)n(CCC(C)C)c(=S)[nH]c2s1	101	-9	102	-2.7	-4	-46	-6	1	100	10	18
NC(=O)CSc1nnc(-c2cccc(S(=O)(=O)N3CCOCC3)c2)n1C1CCCCCC1	97	-9	101	0.1	0	-18	0	2	97	11	55
CC(=O)Nc1ccc(S(=O)(=O)NNC(=O)c2cccc(Cl)c2)cc1	101	-8	105	0.6	-3	-2	3	3	99	24	11

Further results
SMILES	RGS4-Gao reg	Pf gametocyte	RGS8-Gao	ABCB1 inh	Mcl-1 Bim block	Mcl1 Bid PPI	ABCG2 inh	Mcl1-Noxa inh	RGS7-Gao	Avidin fluor	GSH fluor
CCCCC1=CC2=CC(=O)C(C)(OC(=O)CC)C(=O)C2=CN1CCCOC(C)C (stereo not given)	96	nt	91	nt	nt	-61	nt	-1	?	20	nt
CS(=O)(=O)N1CCCC(C(=O)Nc2ccc(F)cc2F)C1 (stereo not given)	101	2	103	0.2	1	-11	1	18	105	9	10
CCc1c(C)nc2ncnn2c1NCCc1ccc(OC)cc1	100	nt	98	0.7	-1	-4	28	20	98	11	29
COc1ccc(C(C(=O)NC2CCCCC2)N(C(=O)c2cccs2)c2ccc3c(c2)OCO3)cc1 (stereo not given)	102	nt	105	1.7	-1	-4	6	18	103	9	11
Cc1cc(C)n(-c2ccc(S(=O)(=O)N3CCOCC3)cc2[N+](=O)[O-])n1	97	6	99	nt	nt	-2	nt	-4	?	5	nt
O=C(COc1ccc(Cl)cc1)Nc1ccccc1C(=O)NCc1ccco1	101	1	102	0.8	-1	-7	26	-5	100	21	26
O=C(NCCc1ccncc1)Nc1ccc(F)cc1	102	16	102	nt	nt	-21	nt	1	?	7	nt
C=CCn1c2ccccc2c2nnc(SCc3[nH]c(=O)[nH]c3C(=O)CCCCC(=O)OCC)nc21	93	-45	81	-0.9	9	-10	-4	53*	69	-1	7
COc1ccc2c(c1)CCc1cn3nc(C)cc3nc1-2	101	-7	99	0.6	0	0	13	9	107	7	10
Cc1cc(OCc2nnc(SC(C)C(=O)O)n2Cc2ccccc2)ccc1Cl (stereo not given)	98	-5	101	0.7	0	9	2	22	101	9	10
Cc1nc2nc(SCC(=O)NCc3ccco3)nn2c(C)c1Cc1c(F)cccc1Cl	105	nt	100	-0.6	-3	-34	8	9	107	9	24
Cc1ccc(NC(=O)COC(=O)Cn2cnc3c2c(=O)n(C)c(=O)n3C)c(Cl)c1	90	11	97	0.6	0	-10	4	6	91	11	15
O=C(N/C(=C/c1cccs1)C(=O)N1CCCCCC1)c1ccccc1	100	nt	103	-0.1	-2	-8	2	-6	99	5	32
O=c1/c(=C/c2ccc(O)c([N+](=O)[O-])c2)sc2nc3ccccc3n12	97	10	102	-0.1	-2	28	1	80*	98	23	8
O=C(O)COc1ccc(NC(=O)c2ccc(NC(=O)c3ccco3)cc2)cc1	103	15	104	0.0	3	-17	3	15	?	10	12
CC(C)(Oc1ccc(Cl)cc1)C(=O)NC1=NN(c2ccccc2)C(=O)C1	102	-20	100	-0.4	-9	4	-4	21	102	9	12
Cc1cc(C)n2nc(SCCOc3ccc(F)cc3)nc2n1	100	13	101	0.3	13	-19	7	8	102	4	13
NC1=NC[C@@H](Cc2ccc(O)cc2)N1CCc1cccc(F)c1	96	17	97	nt	nt	-36	nt	10	?	9	nt
O=C(c1ccc2c(=O)n(C3CCCC3)c(=S)[nH]c2c1)N1CCN(C2CCCCC2)CC1	92	-5	91	0.4	1	-62	2	33	88	13	62
COc1ccc(NC(=O)C(NC(=O)c2ccccc2)C(C)C)cc1 (stereo not given)	107	6	105	0.2	-3	-24	1	1	102	14	47
OC1CCN(c2cc(-c3ccccc3)nc3cc(-c4ccc(F)cc4)nn23)CC1	103	13	100	-0.1	0	-21	1	4	?	9	27
O=[N+]([O-])c1cccc(CSc2cccc[n+]2[O-])c1	108	17	106	0.5	-2	-1	5	-5	100	23	17
O=C(OCC(=O)c1c[nH]c2ccccc12)c1cccc(S(=O)(=O)N2CCCCCC2)c1	99	-1	100	2.1	-12	-60	8	9	101	8	18
Cc1ccc(C)c(N2CCN(c3ncnc4c3cnn4-c3ccccc3)CC2)c1	102	nt	98	0.2	0	-20	1	-12	102	6	16
CC(=O)OC(C(=O)NC1CCCCC1)c1ccccc1 (stereo not given)	103	-15	102	0.2	-4	-3	0	8	105	7	17
CCOC(=O)c1cnc2c(OC)cccc2c1N1CCN(c2ccccc2OC)CC1	99	nt	103	25	-4	-6	61	18	101	35	28
CCOC(=O)c1c(NC(=O)c2c(Br)cnn2C)c(C#N)nn1-c1ccccc1	99	0	101	1.8	-4	4	13	10	100	9	20
COc1cc(O)oc1C=Nc1ccc(C(F)(F)F)cc1	94	nt	100	-0.2	-2	-46	3	64*	95	16	16
Cc1cc(S(=O)(=O)N2CCN=C2c2ccccc2)c(C)cc1Cl	99	nt	101	0.8	-4	-13	5	13	101	3	6
CC1CC(=O)NN1C(=O)c1ccccc1 (stereo not given)	102	5	103	nt	nt	-12	nt	-7	?	12	nt

The list goes on (4 carried over from the part before).
SMILES	RGS4-Gao reg	Pf gametocyte	RGS8-Gao	ABCB1 inh	Mcl-1 Bim block	Mcl1 Bid PPI	ABCG2 inh	Mcl1-Noxa inh	RGS7-Gao	Avidin fluor	GSH fluor
CCOC(=O)c1c(NC(=O)c2c(Br)cnn2C)c(C#N)nn1-c1ccccc1	99	0	101	1.8	-4	4	13	10	100	9	20
COc1cc(O)oc1C=Nc1ccc(C(F)(F)F)cc1	94	nt	100	-0.2	-2	-46	3	64*	95	16	16
Cc1cc(S(=O)(=O)N2CCN=C2c2ccccc2)c(C)cc1Cl	99	nt	101	0.8	-4	-13	5	13	101	3	6
CC1CC(=O)NN1C(=O)c1ccccc1 (stereo not given)	102	5	103	nt	nt	-12	nt	-7	?	12	nt
CCCN(CCC)CCCNC(=S)Nc1ccc2nc3n(c(=O)c2c1)CCCCC3	105	1	103	-0.3	-5	-40	1	20	102	13	5
CCOC(=O)C(Cc1ccc(NC(=O)/C(=C/c2ccccc2)NC(=O)c2ccccc2)cc1)N1C(=O)c2ccccc2C1=O (stereo not given)	101	nt	101	-0.1	-2	-1	0	-15	101	45	12
CN(C(=O)CCl)C1CCCc2ccccc21 (stereo not given)	99	2	101	-0.3	-3	-19	3	0	?	11	15
CCOC(=O)N1CCN(S(=O)(=O)c2cccc3cccnc23)CC1	96	nt	98	0.4	9	-10	0	17	101	27	19
CCC(c1nnnn1CC1CCCO1)N(CCCO)Cc1cc2cccc(C)c2[nH]c1=O (stereo not given)	102	34	100	0.5	-1	-27	3	23	101	22	10
CCN(C(=O)c1ccco1)c1nnc(-c2ccc(OC)cc2)s1	99	-12	102	0.6	-8	23	4	-14	98	7	21
COc1ccc(-c2[nH]c(-c3cc(OC)c4c(c3)OCO4)nc2-c2ccccc2)cc1	99	-23	99	0.9	0	-37	10	23	98	7	14
Clc1ccc(Cn2ncc3c(NCc4ccco4)ncnc32)c(Cl)c1	99	-3	105	0.2	-3	-35	1	18	104	14	21
Cc1cc(Br)cc(Cl)c1OCC(=O)NC(=O)NCc1ccccc1	101	10	101	0.2	-1	-7	2	4	100	13	11
CC(C)n1nnnc1SCC(=O)Nc1ccc2c(c1)OCO2	100	-10	102	0.6	1	-10	1	11	99	6	18
CCc1ccc(C(=O)CC2(O)C(=O)N(CN3CCOCC3)c3ccccc32)cc1 (stereo not given)	101	3	105	0.5	4	-35	2	6	98	24	14

From PubChem
